CAL PDZ FP-1: blocks peptide binding to the human CAL PDZ domain; Q9HD26; purified CAL PDZ, TMR-peptide fluorescence polarization, 1 h; inhibition, % at 24.9 µM; 0.92% of 300,000 active; AID 602252;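 active means mean inhibition of at least 30% with at least half of replicates also reaching 30%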;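 further: 0% = DMSO neutral control and 100% = excess unlabeled competitor peptide PRC23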
Rtt109 Vps75: blocks Candida albicans Rtt109/Vps75 acetyltransferase activity. 0.16% of 330,000 active. inhibition, % at 34.9 µM. purified Rtt109/Vps75, ThioGlo CoA-SH fluorescence, 4 h. AID 540336. Q5AAJ8;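 active means inhibition of at least 50% in every replicate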
Target sequence (Q5AAJ8 whole entry, looked up): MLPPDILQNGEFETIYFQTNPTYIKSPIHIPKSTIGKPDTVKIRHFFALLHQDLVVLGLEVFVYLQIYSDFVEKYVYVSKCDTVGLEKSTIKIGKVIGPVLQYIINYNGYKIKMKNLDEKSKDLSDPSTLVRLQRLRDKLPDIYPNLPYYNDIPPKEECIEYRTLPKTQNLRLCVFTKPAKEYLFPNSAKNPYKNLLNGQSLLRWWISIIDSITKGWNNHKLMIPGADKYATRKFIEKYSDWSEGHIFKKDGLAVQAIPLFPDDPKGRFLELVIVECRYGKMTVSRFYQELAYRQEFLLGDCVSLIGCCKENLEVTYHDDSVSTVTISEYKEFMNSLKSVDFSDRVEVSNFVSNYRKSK
DAGLB inh: diacylglycerol lipase beta (human) inhibition; HEK293T DAGLB membrane lysate, EnzChek fluorogenic substrate; Q8NCG7; AID 504411; 0.059% of 340,000 active; inhibition, % at 5.17 µM; in the data active means inhibition above about 34%;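 further: 0% = enzyme with vehicle and 100% = wells lacking enzyme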
Target sequence (Q8NCG7 whole entry, looked up): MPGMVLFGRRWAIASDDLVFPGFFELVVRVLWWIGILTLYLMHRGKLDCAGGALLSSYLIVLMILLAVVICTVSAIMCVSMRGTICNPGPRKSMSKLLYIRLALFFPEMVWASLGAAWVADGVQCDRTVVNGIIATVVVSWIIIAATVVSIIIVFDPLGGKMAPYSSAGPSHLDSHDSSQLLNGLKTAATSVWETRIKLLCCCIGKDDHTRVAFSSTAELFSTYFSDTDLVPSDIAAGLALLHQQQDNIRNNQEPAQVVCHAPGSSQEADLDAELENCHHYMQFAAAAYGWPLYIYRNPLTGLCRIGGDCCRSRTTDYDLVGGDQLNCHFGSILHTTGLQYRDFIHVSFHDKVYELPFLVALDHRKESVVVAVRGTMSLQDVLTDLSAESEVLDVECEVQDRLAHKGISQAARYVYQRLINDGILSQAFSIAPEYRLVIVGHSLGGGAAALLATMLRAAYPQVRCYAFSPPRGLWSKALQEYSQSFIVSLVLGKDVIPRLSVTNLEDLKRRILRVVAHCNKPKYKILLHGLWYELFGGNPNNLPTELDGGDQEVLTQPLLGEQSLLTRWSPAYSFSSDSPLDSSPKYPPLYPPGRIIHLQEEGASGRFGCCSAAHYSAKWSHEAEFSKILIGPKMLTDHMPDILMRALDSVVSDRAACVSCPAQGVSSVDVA
cardiac RTF act: increases calcium sensitivity of human cardiac regulated thin filaments | AID 493008 | activation, % at 7.2 µM | IANBD-labeled TnC RTF fluorescence at EC20 calcium; 0% EC20 calcium, 100% full calcium | 0.24% of 340,000 active;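 active means activation above the mean over all tested compounds plus 3 SD, cut at about 30% in these data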;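 further: rise in fluorescence read as greater calcium sensitivity of cardiac thin filaments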
SR-BI uptake up: SR-BI HDL lipid transfer activation | CHO ldlA[mSR-BI] cells, DiI-HDL uptake fluorescence, 3 h; 100 = double the neutral-control signal | activation, % at 12.5 µM | 0.096% of 320,000 active | AID 504775;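 active means mean replicate activation of at least 60% and every replicate at or above 60%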;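 further: 0% = median plate neutral-control signal and 100% = twice that signal; values of inactives mirror those of a sister screen read the other way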
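Assay system: LDL receptor-deficient CHO ldlA cells overexpressing murine SR-BI / Medium: BSA-supplemented, HEPES-buffered Ham's F12, pH 7.4 / Probe or stimulus: DiI-labelled HDL at 10 µg/mL final / Timing: compound with DiI-HDL co-incubation, 3 h at 37 °C / Technique: bottom-read cell fluorescence after medium removal, ex 550/em 595 nm / Measure: HDL uptake via cellular fluorescence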
CAL PDZ FP-2: human CAL PDZ-peptide interaction inhibition | purified CAL PDZ, TMR-peptide fluorescence polarization, 1 h | Q9HD26 | AID 504414 | inhibition, % at 20 µM | 0.02% of 330,000 active;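 active means highest replicate inhibition of at least 40%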;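 further: plate controls were DMSO neutral control wells for no effect and unlabeled competitor peptide control wells for full effect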
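Material: tagged CAL PDZ protein CerCALP, purified; buffer or medium: sodium phosphate/NaCl buffer pH 7.4 with TCEP, IgG, Thesit; also added: fluorescent TMR peptide probe; schedule: 1 h incubation at room temperature before polarization reading; technique: fluorescence polarization from S- and P-plane intensities, G-factor corrected; control set: unlabelled peptide and DMSO controls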
RTF Ca sens inh: cardiac RTF calcium desensitization; P19429+P45379; IANBD-labeled cardiac RTF, Ca2+ fluorescence; inhibition, % at 7.15 µM; 0.12% of 340,000 active; AID 493244;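 active means inhibition above the mean inhibition of all tested compounds plus 3 SD, cut at about 17% in these data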;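 further: assay run at fixed EC70 calcium of 1.6 mM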
PKA-R2B activ: PKA-R2B complex activation; AID 504700; activation, % at 11.4 µM; P22694+P31323; PKA-R2B holoenzyme dissociation, Cy5-IP20 fluorescence polarization; R2B truncated from residue 108, S112A mutant; 0% DMSO only, 100% 113 µM cGMP; 0.079% of 340,000 active;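 active means activation above a cutoff set at the mean over all compounds plus 3 SD, cut at about 18% in these data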;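 further: higher means more holoenzyme dissociation and a rise in polarization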
Keap1 Nrf2 FP: inhibitors of human Keap1-Nrf2 protein-protein interaction. 0.15% of 340,000 active. Q14145. inhibition, % at 9.4 µM. AID 504523. Keap1 Kelch-Nrf2 peptide fluorescence polarization, 1536-well; in the data active means inhibition above about 12%;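 further: human Keap1 Kelch domain with fluorescein labeled Nrf2 9mer peptide probe; 0% = neutral control wells and 100% = peptide positive control; higher means more block of Keap1 binding to Nrf2 peptide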
LANA DNA inh: blocks KSHV LANA C-terminal domain binding to DNA; 0.078% of 340,000 active; inhibition, % at 9 µM; AID 504423; MBP-C-LANA/FAM-LBS DNA binding, fluorescence polarization;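 active means highest replicate inhibition at or above 60% at 9 µM, even if other replicates fall short; inactive means all replicates below 60% inhibition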;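 further: 0% = neutral control wells and 100% = 4 µM acridine orange control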
Active calls of the source: *; . = no result given. Outcome played no part in choosing rows, and some 1.6% of all compounds hit somewhere here.

canonical_smiles	CAL PDZ FP-1	Rtt109 Vps75	DAGLB inh	cardiac RTF act	SR-BI uptake up	CAL PDZ FP-2	RTF Ca sens inh	PKA-R2B activ	Keap1 Nrf2 FP	LANA DNA inh
Cc1nc2c3ccccc3nc(NNC(=O)CCC(=O)N3CCCC(C)C3)n2n1 (stereo not drawn)	-1	-9	2	-3	15	-2.6	-12	-9	0	0.6
COc1ccc(CN(C(=S)Nc2ccccc2)C2CC(=O)N(c3ccc(Cl)cc3)C2=O)cc1 (stereo not drawn)	-2	8	-3	0	14	-0.5	2	7	-1	-0.2
O=C(c1ccc(F)cc1)C1CCN(C(=O)c2ccc(F)cc2)CC1	-3	-7	-1	-3	-26	.	3	-3	-4	0.3
Cc1cc(NC(=O)c2noc3c2CCc2ccccc2-3)n(-c2ccccc2)n1	1	4	-3	3	-39	-1.0	0	7	-1	-0.9
COc1ccc(Cc2nnc(N/N=C/c3ccc(C)o3)[nH]c2=O)cc1	-6	3	0	-5	15	-1.9	11	-1	-6	-0.8
O=C(Nc1ccc2sc3ccccc3c(=O)c2c1)c1ccccc1Cl	2	-5	-3	0	-1	-0.6	3	-4	-4	-0.5
CC(=O)C1C(c2cn(-c3ccccc3)nc2-c2cccs2)NC(=O)NC1(O)C(F)(F)F (stereo not drawn)	-3	3	3	-7	10	-0.8	-6	5	-1	2.3
COc1ccc(S(=O)(=O)NCc2cc(-c3ccccc3Cl)no2)cc1	3	6	-4	1	8	0.6	-1	2	-1	-1.2
CCn1cc(C(=O)NC(=S)Nc2ccccc2[N+](=O)[O-])cn1	-4	-3	0	3	-30	-1.3	2	-1	-6	-1.1
O=C(COc1cccc(F)c1)Nc1nc(-c2ccncc2)cs1	-2	-3	1	4	-10	-0.7	1	-3	-3	-6.9
Cc1ccc(C)c(S(=O)(=O)N(C)C2CCS(=O)(=O)C2)c1 (stereo not drawn)	-2	1	-1	5	11	0.3	6	-6	1	-0.1
CN1CCN(CC(=O)Nc2cc(S(=O)(=O)N3CCOCC3)ccc2Cl)CC1	-6	-3	-1	-2	41	-2.2	-19	3	-3	0.4
Cc1onc(-c2ccccc2)c1C(=O)N1CCCCCC1	1	-1	0	-1	9	-0.4	-3	-9	-1	-0.5
Cc1nc(N2CCN(C)CC2)[nH]c(=O)c1Cc1cccc2ccccc12	-4	-1	-2	2	-2	.	10	-11	1	1.7
CCOc1ccc(N(C)S(=O)(=O)c2ccc3[nH]cc(C(=O)NCC(OC)OC)c(=O)c3c2)cc1	1	1	2	12	.	-2.4	0	0	-2	-0.9
CC1CN(CCN2CC(C)N(C=O)CC2C)C(C)CN1C=O (stereo not drawn)	4	8	1	-1	6	1.3	2	0	5	.
COC(=O)[C@@H]1C[C@@]2(O)[C@@H](O)[C@@H](O)[C@@H](O)C[C@H]2N1CC(c1ccccc1)c1ccccc1	0	-1	0	-3	8	-0.1	-8	-5	-2	-0.2
COc1cc(/C=N/NC(=O)c2cc(-c3ccccc3Cl)nc3ccccc23)cc(OC)c1O	-2	4	-13	16	.	1.9	-5	3	-4	-0.2
COC(=O)c1c(NC(=O)c2cccnc2)sc(C(=O)N(C)C)c1C	-1	-5	-1	9	2	-1.4	9	-5	-5	0.0
O=C(O)CCCC(=O)Nc1nc(-c2ccccc2)cs1	4	-5	-1	1	.	-2.8	-4	0	0	0.0
CCN(CC1CCCO1)C(=O)c1cc(COc2ccc(F)cc2F)on1 (stereo not drawn)	-1	-2	-1	6	-15	-2.8	-4	1	-9	-0.8
COc1ccc(S(=O)(=O)N2CCCN(CC(=O)Nc3cc(NC(C)=O)ccc3OC)CC2)cc1	4	11	1	-8	0	0.1	-16	-4	0	-3.9
O=C(Cc1coc2ccc3ccccc3c12)NCc1cccs1	-3	4	-3	10	7	-3.1	-2	-5	-4	0.6
CC(C)(C)OC(=O)NCC1CCC(C(=O)NC[C@H](CC(=O)O)c2ccc(Cl)cc2)CC1 (stereo partly drawn)	-7	-10	-7	3	11	-1.4	-3	-3	-3	3.8
COc1ccc(C(=O)OC2C(OC)OCC(O)C2O)cc1 (stereo not drawn)	44*	-3	1	2	12	19	0	-8	2	-2.2
Cc1ccc(C(=O)NC(=S)/C=C2\N(C)c3ccccc3C2(C)C)cc1	-2	.	14	2	2	-1.7	-10	3	-2	0.5
CCCc1cc(=O)n2[nH]c(NCc3ccccc3F)nc2n1	-6	-4	1	3	9	-0.6	-4	11	0	-0.3
CC[C@H](C)[C@@H](C(=O)NCCCCCCCCCCC(=O)N1CCNCC1)n1cc(CCCCN=C(N)N)nn1	-2	4	0	8	6	-1.1	-22	5	-1	1.6
COC(=O)c1sccc1NC(=O)c1ccccc1C(=O)O	-2	7	-2	4	23	-1.4	-2	-1	5	-0.7
COc1ccc(-c2cc([C@H]3[C@H]4C=CC[C@@H](C)[C@@H]4C(=O)N3Cc3ccccc3)ccc2F)cc1OC	-1	0	-7	-1	-39	-1.2	-3	-21	-1	1.9
CCc1cc(-c2nc(N)ncc2-c2ccc(Br)cc2)c(O)cc1OC	-15	2	2	-1	-40	-2.1	-1	-1	-7	0.8
CCOc1ccc(Cl)cc1S(=O)(=O)N1CCC(C(=O)NCc2ccncc2)CC1	2	3	-2	6	.	0.3	-14	-2	2	0.1
NC(=O)C1CCN(C(=O)Cc2ccc(-c3ccccc3)cc2)CC1	4	0	2	-4	.	-3.6	4	-9	1	3.6
C[C@H](CO)N1C[C@H](C)[C@@H](CN(C)C(=O)NC2CCCCC2)Oc2ccc(NC(=O)NC3CCCCC3)cc2C1=O	-1	32	0	13	9	-1.3	-11	-8	-1	-0.6
CCCc1nn2c(=O)cc(CSCC(=O)Nc3ccccc3)nc2s1	-3	-7	1	-3	18	-2.8	2	-4	2	1.1
COc1ccc(COC(=O)c2nc3nc(C)cc(C)n3n2)cc1F	0	-2	0	6	6	-2.4	-5	-14	-4	2.0
CN(C)N1C(N)=C(C#N)C(c2cccc3ccccc23)C2=C1CC(c1ccccc1)CC2=O (stereo not drawn)	-2	4	2	-1	-20	-0.4	-5	8	1	-0.2
CCN(CC)S(=O)(=O)c1cccc(-c2nc3n(n2)Cc2ccccc2-3)c1	1	-8	-3	-1	-1	-2.6	-1	-13	-2	0.7
COc1cc(C(=O)N/N=C/C2CC=CCC2)cc(OC)c1OC (stereo not drawn)	0	-9	-2	3	4	-1.0	-6	6	-1	2.7
c1cncc(-c2nc3ccccc3[nH]2)c1	-2	4	3	1	17	-1.2	-8	6	3	-0.6
O=[N+]([O-])c1cccc(-c2ccc(SCc3cccnc3)nn2)c1	-6	-3	-2	3	-6	-0.1	-12	5	0	0.0
COc1ccc(-n2nc(C(=O)NCC(=O)NC(C)C)c3ccccc3c2=O)cc1Cl	-2	-3	0	-3	9	-0.1	1	-4	6	4.2
CCc1nc2ccccc2c(NC(=O)CN2CCC(C)CC2)c1C	-1	-7	-4	-3	-1	0.3	-9	4	-8	-0.8
O=C(/C=C/c1ccc(Cl)cc1)NCc1ccncc1	-1	53*	0	-4	-16	-2.1	-13	-6	2	-0.9
O=C(NCc1cccc(Cl)c1)c1cc(COc2ccc3ncccc3c2)on1	2	2	-3	1	-38	-2.4	0	-6	2	0.7
Cn1nc(-c2ccc(Cl)cc2)c2cc(C(=O)NCCCN3CCCC3)sc21	-7	-3	-1	-2	-76	-7.3	-4	-21	-1	-14
O=C(/C=C/c1cccs1)N1CCC2(CC1)Oc1ccc(F)cc1C(=O)C21CC(c2ccccc2)=NO1 (stereo not drawn)	-4	-2	-3	-4	-14	0.1	4	-5	-3	0.9
Cc1noc(C)c1CSc1nc2ccccc2n1CCc1ccccc1	-1	-1	-5	1	-14	-0.4	2	-5	-2	-1.1
O=C(Cc1csc(Nc2nc(=S)[nH]c3ccccc23)n1)N1CCN(c2cccc(C(F)(F)F)c2)CC1	.	11	2	0	-21	0.3	3	-13	-4	-1.7
OCCCNc1ncnc2scc(-c3ccc(Cl)cc3)c12	-2	-3	1	-3	-18	.	-7	-2	3	1.1

Taken from above.
In Keap1 Nrf2 FP, COc1ccc(S(=O)(=O)NCc2cc(-c3ccccc3Cl)no2)cc1 reads -1
In LANA DNA inh, Cc1nc2c3ccccc3nc(NNC(=O)CCC(=O)N3CCCC(C)C3)n2n1 (stereo not drawn) reads 0.6

Later entries
canonical_smiles	CAL PDZ FP-1	Rtt109 Vps75	DAGLB inh	cardiac RTF act	SR-BI uptake up	CAL PDZ FP-2	RTF Ca sens inh	PKA-R2B activ	Keap1 Nrf2 FP	LANA DNA inh
CCn1c(COc2ccccc2C)nnc1SCC(=O)OC	-4	.	3	2	8	-2.0	1	0	4	-0.3
CC(=O)Oc1ccc(S(=O)(=O)c2ccc(OC(C)=O)cc2)cc1	3	0	-2	12	-4	1.2	-2	-2	-6	4.3
N#Cc1cnn2cc(-c3ncc(C(F)(F)F)cc3Cl)cnc12	.	-6	-3	4	0	-1.2	-10	3	3	0.1
CCC1(C)CC(c2csc(N)n2)CCO1 (stereo not drawn)	.	5	-1	-3	-4	0.6	-2	-7	3	-1.0
O=C(c1cc(=O)[nH]c2ccccc12)N1CCN(S(=O)(=O)c2ccc3ccccc3c2)CC1	0	-14	2	-2	14	-2.3	-27	4	3	-0.4
CCOC(=O)C1(CC)Oc2ccccc2C(c2ccc(OC)cc2)=C1C(=O)OC (stereo not drawn)	-2	5	-15	0	-8	0.6	-5	-6	-4	-2.7
Cc1c(NS(=O)(=O)c2cc([N+](=O)[O-])ccc2Cl)c(=O)n(-c2ccccc2)n1C	-4	-6	-1	5	7	0.4	2	-8	0	-0.4
CN1c2ccsc2/C(=N/Nc2ccccc2)CS1(=O)=O	0	0	4	-1	-50	0.0	-5	-1	-3	0.0
O=C(CCC1CCCN(Cc2ccc3c(c2)CCO3)C1)NCc1ccc(F)c(F)c1 (stereo not drawn)	-3	-5	2	-1	10	-2.9	-16	6	1	-0.2
CC(C)CNC(=O)C(=O)NNC(=O)c1ccco1	5	2	.	.	-2	0.2	.	.	-1	-0.2
COC(=O)CN1C(=O)Nc2ccc(Br)cc2C1c1ccccc1 (stereo not drawn)	14	-10	-2	-4	3	-0.7	1	-1	2	-0.8
